From PubChem
Rac1 act GTP bind – alters GTP binding to activated mutant human Rac1; P63000; GST-Rac1 activated beads, fluorescent GTP binding, flow cytometry; actives lie on both sides; 100% means binding = to untreated wells; percent activity (GTP binding), % at 10 µM; 190,000 tested, 0.11% active; AID 764;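 active means GTP binding at least 20 percentage points away from the 100% baseline, in either direction, so actives lie on both sides; inconclusive means Compound likely fluorescent itself, or too few beads counted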
Pf gamet viab – inhibitors of late stage P. falciparum gametocyte viability; inhibition, % at 10.9 µM; 150,000 tested, 0.065% active; P. falciparum stage V gametocytes, ATP luminescence, 24 h;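 active means inhibition above the mean plus 3 SD of compounds within the control limits, set per campaign, cut at about 38% in these data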;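 further: 0% = DMSO wells and 100% = medium only without gametocytes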
Rac1 wt modul – human Rac1 wildtype GTP binding, inhibitors and activators | P63000 | GST-Rac1 beads, fluorescent GTP binding, flow cytometry; actives lie on both sides; 0 = cold GTP competed, 100 = untreated | GTP binding activity (% of control), % at 10 µM | 190,000 tested, 0.27% active | AID 757;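 active means GTP binding activity at least 20 points away from the 100% control level, either lower or higher; inconclusive means compound flagged as likely green fluorescent, judged across all proteins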
GSH fluor – compound fluoresces at 488/530 nm on GSH beads. GSH beads flow cytometry, compound fluorescence 488/530 nm; active compounds read high. fluorescence (KMESF) at 10 µM. 190,000 tested, 0.25% active. AID 1776; in the data active means fluorescence above about 89;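 further: glutathione beads carrying GST-tagged Bcl family fusion proteins plus one bare bead set; values are compound well signal with DMSO vehicle wells as background; inactives centre near 16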
Rab2 wt GTP – changes GTP binding to wildtype dog Rab2A, up or down; GST-Rab2 wt beads, Bodipy-GTP binding, flow cytometry; GTP binding activity, % at 10 µM; 190,000 tested, 0.19% active; AID 760; P61105;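 active means GTP binding activity at least 20 points away from 100%, either lowered or raised; inconclusive means signal likely due to the compound's own green fluorescence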;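 further: 0% = beads with excess unlabeled GTP and 100% = no-compound control corrected for plate trend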
HRas wt GTP – human HRas wildtype GTP binding, change in either direction. GST-Ras wt beads, Bodipy-FL-GTP binding, flow cytometry; actives lie on both sides. GTP binding activity, % at 10 µM. 190,000 tested, 0.14% active;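 active means GTP binding activity at least 20% away from the 100% baseline, either lowered as inhibitor or raised as activator; inconclusive means flagged as likely green fluorescent, judged across all proteins in the well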;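 further: 0% = unlabeled GTP competition control and 100% = no-compound control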
Target sequence (P01112 whole entry, looked up): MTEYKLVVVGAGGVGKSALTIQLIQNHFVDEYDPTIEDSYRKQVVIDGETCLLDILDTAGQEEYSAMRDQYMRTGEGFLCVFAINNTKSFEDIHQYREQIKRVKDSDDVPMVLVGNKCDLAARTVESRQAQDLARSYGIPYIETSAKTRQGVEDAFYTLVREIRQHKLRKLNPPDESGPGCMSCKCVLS
ABCG2 inh – blocks JC-1 efflux by human ABCG2 transporter; Q9UNQ0; IgMXP3 cells, flow cytometry; inhibition, % at 6.6 µM; 190,000 tested, 0.1% active;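 active means inhibition above 80%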;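 further: 0% = DMSO and 100% = nicardipine control wells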
Target sequence (Q9UNQ0 whole entry, looked up): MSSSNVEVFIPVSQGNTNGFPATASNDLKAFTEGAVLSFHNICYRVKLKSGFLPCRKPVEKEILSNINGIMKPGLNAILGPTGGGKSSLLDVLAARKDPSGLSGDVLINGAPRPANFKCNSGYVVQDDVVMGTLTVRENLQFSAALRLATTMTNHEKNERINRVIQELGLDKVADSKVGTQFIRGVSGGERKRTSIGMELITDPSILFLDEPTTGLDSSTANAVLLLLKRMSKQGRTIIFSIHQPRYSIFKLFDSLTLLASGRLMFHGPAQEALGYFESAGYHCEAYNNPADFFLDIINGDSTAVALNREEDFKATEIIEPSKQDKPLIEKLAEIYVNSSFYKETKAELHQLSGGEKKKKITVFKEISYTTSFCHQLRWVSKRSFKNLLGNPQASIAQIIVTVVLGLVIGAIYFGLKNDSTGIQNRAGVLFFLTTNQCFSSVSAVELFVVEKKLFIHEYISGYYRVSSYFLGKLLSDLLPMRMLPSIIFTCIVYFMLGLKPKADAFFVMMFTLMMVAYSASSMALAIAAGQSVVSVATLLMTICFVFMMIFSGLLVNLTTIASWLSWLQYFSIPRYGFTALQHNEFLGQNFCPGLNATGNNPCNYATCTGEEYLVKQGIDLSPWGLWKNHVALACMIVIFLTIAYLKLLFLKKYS
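Test system: IgMXP3 (ABCG2) plus far-red-tagged CCRF-Adr (ABCB1) cells / Amount: 3 million cells/mL in well / Reagent: JC-1 transporter substrate / Timing: 10 min compound exposure, 25 °C / Signal: flow cytometry, 530 nm JC-1 signal / Read-out: percent efflux inhibition, scaled nicardipine 100% to DMSO 0% / Benchmarks: nicardipine as high control, DMSO as low control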
ABCB1 block – inhibitors of human ABCB1 transporter, ABCG2 counter-screen. CCRF-Adr cells, JC-1 efflux, flow cytometry. inhibition, % at 6.6 µM. 190,000 tested, 0.067% active; in the data active means inhibition above about 40%;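 further: 0% = vehicle and 100% = reference inhibitor; higher value means more JC-1 retained so stronger ABCB1 efflux block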
Cdc42 wt – modulators (inhibitors or activators) of GTP binding to human Cdc42 wildtype | percent activity (GTP binding), % at 10 µM | P60953 | GST-Cdc42 beads, Bodipy-GTP binding, flow cytometry; actives lie on both sides | 190,000 tested, 0.2% active | AID 761;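 active means percent activity GTP binding at least 20 points away from the 100% baseline, either down as inhibitor or up as activator; inconclusive means compound flagged as likely green fluorescent from well-wide comparison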;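 further: median bead fluorescence of bound Bodipy-FL-GTP at 100 nM; 0% = excess unlabeled GTP control and 100% = no compound control; below 100% means less GTP binding so inhibitor and above means activator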
Rab7 wt GTP bind – dog Rab7 wildtype GTP binding, inhibitors and activators; GST-Rab7 beads, fluorescent GTP binding, flow cytometry; actives lie on both sides; untreated = 100%, excess cold GTP = 0%; GTP binding activity (percent of control), % at 10 µM; 190,000 tested, 0.055% active;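 active means fluorescent GTP binding to Rab7 beads changed by at least 20 points from the 100% baseline, either direction, mostly lower; inconclusive means compound itself probably fluorescent, or too few beads counted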;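 further: median green fluorescence of bound Bodipy-FL-GTP per Rab7 bead population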
Avidin bead fluor – avidin bead compound fluorescence profile; Avidin beads, compound fluorescence 488/530 nm, flow cytometry; active compounds read high; fluorescence (KMESF) at 10 µM; 220,000 tested, 0.38% active; AID 1775; in the data active means fluorescence above about 47; further: inactives centre near 10
* hit, by the source's call; ? = inconclusive; . = no result given. Outcome played no part in choosing rows; about 1.1% have a hit in one of these screens.

SMILES	Rac1 act GTP bind	Pf gamet viab	Rac1 wt modul	GSH fluor	Rab2 wt GTP	HRas wt GTP	ABCG2 inh	ABCB1 block	Cdc42 wt	Rab7 wt GTP bind	Avidin bead fluor
Cc1cc(=O)[nH]c(-n2nc(C)c(Oc3ccccc3O)c2C)n1	97	-10	100	17	100	101	3	0.5	101	100	10
O=C(O)c1cccc2c1C(=O)N(Cc1ccncc1)C2	103	-17	103	27	108	107	0	0.1	108	107	13
COC(=O)COc1cc(Br)c(/C=C2/SC(=O)N(CC(=O)N3CCCC3)C2=O)cc1OC	99	.	100	22	102	103	6	2.2	102	99	14
COc1ccccc1C(=O)NCc1n[nH]c(=S)n1Cc1ccccc1	92	-9	95	21	97	95	2	0.2	97	102	11
CCOC(=O)c1sc2nc3n(c(=O)c2c1C)CCC3	99	-14	101	10	97	97	3	0.3	96	97	3
COc1ccccc1OCC(=O)Nc1nc(-c2ccc(S(=O)(=O)N3CCOCC3)cc2)cs1	91	-51	98	20	94	97	4	0.9	95	97	22
Cc1cc(C(=O)O)ccc1-n1c(C)cc(/C=C(/C#N)C(=O)Nc2ccccc2)c1C	93	-16	100	12	92	95	3	0.4	95	94	7
COC(=O)Nc1ccc(Cn2cc(C(F)(F)F)ccc2=O)cc1	97	-26	100	18	96	99	4	1.5	101	97	12
CN(c1cccc(NC(=O)CN(c2cccc(F)c2)S(C)(=O)=O)c1)S(C)(=O)=O	96	.	96	15	97	96	4	0.7	95	93	11
COc1ccccc1N1CCN(C(=O)CSc2nc3ncnc(N)c3[nH]2)CC1	99	.	108	22	102	103	-4	-0.3	103	102	27
S=C(NCCc1ccccc1)Nc1ccccn1	102	-4	104	3	102	105	8	0.8	104	101	2
Cc1nc(Cl)c(C(=O)NCc2ccccc2)c(C)c1Cl	97	-20	100	12	100	101	0	-0.1	97	105	8
O=C(Nc1ccc(Cl)cc1C(=O)N1CCOCC1)c1ccco1	99	22	109	33	99	101	2	-3.6	99	102	14
O=C1NC(c2ccc(-c3ccccc3[N+](=O)[O-])o2)C(C(=O)c2ccc(F)cc2)C(O)(C(F)(F)F)N1 (stereo not given)	99	.	104	11	98	99	88*	1.4	101	102	25
O=C(c1ccccc1)c1nc2c(n1O)CCCCC2	96	17	100	9	95	97	6	0.5	96	96	8
CCNC(=O)COC(=O)/C=C/c1ccccc1[N+](=O)[O-]	100	10	105	37	99	99	37	0.0	99	101	13
CCCN(CCC)C1=N/C(=C\c2ccco2)C(=O)N1c1ccccc1	100	.	107	17	103	103	2	0.6	103	101	25
Cc1c(CN2CCC(CO)(CCOc3ccccc3)CC2)[nH]c2c(Cl)cccc12	99	13	101	52	97	98	1	1.1	99	95	9
S=c1[nH]nc(-c2ccccn2)n1/N=C/c1ccc(-c2ccccc2Br)o1	92	12	94	14	90	90	-2	-0.7	89	99	11
Cn1c(=O)cc(SCC(=O)NCc2ccco2)c2ccccc21	99	.	100	31	100	102	18	0.8	100	99	13

The last 6 compounds of the section above lead into the next:
SMILES	Rac1 act GTP bind	Pf gamet viab	Rac1 wt modul	GSH fluor	Rab2 wt GTP	HRas wt GTP	ABCG2 inh	ABCB1 block	Cdc42 wt	Rab7 wt GTP bind	Avidin bead fluor
O=C(c1ccccc1)c1nc2c(n1O)CCCCC2	96	17	100	9	95	97	6	0.5	96	96	8
CCNC(=O)COC(=O)/C=C/c1ccccc1[N+](=O)[O-]	100	10	105	37	99	99	37	0.0	99	101	13
CCCN(CCC)C1=N/C(=C\c2ccco2)C(=O)N1c1ccccc1	100	.	107	17	103	103	2	0.6	103	101	25
Cc1c(CN2CCC(CO)(CCOc3ccccc3)CC2)[nH]c2c(Cl)cccc12	99	13	101	52	97	98	1	1.1	99	95	9
S=c1[nH]nc(-c2ccccn2)n1/N=C/c1ccc(-c2ccccc2Br)o1	92	12	94	14	90	90	-2	-0.7	89	99	11
Cn1c(=O)cc(SCC(=O)NCc2ccco2)c2ccccc21	99	.	100	31	100	102	18	0.8	100	99	13
Cc1ccc(/C=C/S(=O)(=O)Nc2ccc(C)cc2)cc1	94	1	98	67	98	99	0	0.2	93	101	11
Cc1ccc(C2=NC(C(F)(F)F)(C(F)(F)F)c3c(n(-c4ccc(F)cc4)c(=O)[nH]c3=O)N2)cc1	103	-17	105	9	102	104	0	0.1	105	102	6
O=C(CN1C(=O)/C(=C/c2ccccc2)SC1=S)Nc1ncc(Cc2ccccc2)s1	101	15	108	47	101	102	1	0.5	102	101	4
Cc1c(NC(=O)C(C)N2C(=O)C3CCCCC3C2=O)c(=O)n(-c2ccccc2)n1C (stereo not given)	95	20	99	25	94	95	2	0.2	97	92	9
C[C@@H](C(=O)O)[C@@H]1C[C@@]1(C)[C@@H](NC(=O)OCc1ccccc1)c1ccccc1	99	.	102	17	101	99	0	0.1	102	97	9
O=C(COc1cc(O)c2c(=O)cc(-c3ccccc3)oc2c1)c1ccc(F)cc1	?	5	?	24	?	?	71	5.0	?	?	13
CC(Cc1ccccc1)C(=O)N[C@@H](CO)Cc1ccccc1 (stereo not given in full)	97	.	98	19	97	96	0	0.7	98	96	7
CCN(CC)C(=O)CSc1nnc(CNc2ccc(F)cc2)n1Cc1ccco1	100	.	99	14	98	100	1	0.2	102	96	37
O=C1c2cccc3c(Cl)ccc(c23)C(=O)N1O	94	.	94	5	98	99	1	0.7	98	99	18
N#Cc1ccccc1CSc1nc(N2CCCCC2)nc(N2CCCCC2)n1	96	4	103	14	96	99	4	0.8	99	97	10
COc1ccccc1CNS(=O)(=O)c1c(C)noc1C	97	.	102	8	100	102	1	0.6	104	98	22
Cc1ccccc1NN=Nc1nc2c([nH]1)c(=O)n(C)c(=O)n2C	99	-2	101	12	99	99	0	0.0	100	100	13
COc1ccc(Nc2nnc(SCc3cc(=O)n4ccsc4n3)s2)cc1	99	-13	97	12	98	98	2	0.1	97	99	12
COC(=O)c1c(NC(=O)Nc2ccc(Cl)cc2)sc(C)c1C	95	4	92	57	94	95	4	0.4	96	97	10
O=C(Nc1cccc(OC(=O)c2cccnc2)c1)c1cccnc1	101	.	99	8	96	100	1	0.0	99	99	33
CCn1c(SCc2nc3ccccc3c(=O)[nH]2)nc2ccccc21	97	1	93	13	96	96	1	0.4	94	91	11
COc1ccc(-c2nnc(SCC(=O)c3ccco3)n2-c2ccccc2)cc1	100	.	105	26	101	103	3	1.4	101	100	18
CC(C)Cn1c(N)c(C(=O)CSc2ncnc3sc4c(c23)CCCC4)c(=O)n(C)c1=O	99	-11	99	101*	96	101	0	2.6	97	97	3
O=C(NNC(=O)c1ccccn1)c1cccc([N+](=O)[O-])c1	96	5	102	12	100	101	2	0.3	96	107	25
CCN(C(=O)Cc1c(C(=O)O)[nH]c2ccccc12)c1ccc(OC)cc1	?	.	?	12	?	?	0	0.0	?	?	25
CCC(=O)N1CCc2cc(Br)cc(S(=O)(=O)NCc3ccco3)c21	102	.	103	23	103	103	0	-0.3	104	102	10
O=Nc1c(O)n(Cc2ccc(Cl)c(Cl)c2)c2ccccc12	94	25	98	30	96	98	4	0.2	98	98	8
C/C(=N\OCC(=O)Nc1ccc(Br)cc1)c1cccs1	90	9	93	17	91	94	3	-0.1	90	100	11
